DRD3 agonist: qHTS of D3 Dopamine Receptor Agonist: qHTS; D(3) dopamine receptor (Homo sapiens), P35462; D3R DiscoveRx beta-arrestin cells, luminescence, 90 min; max activation, %; 410,000 compounds, 0.58% hits; in the data active = max activation above about 30%; note: 0% is about no effect; mostly tested at two doses, the higher about 12 µM
Target sequence (P35462 whole entry, looked up): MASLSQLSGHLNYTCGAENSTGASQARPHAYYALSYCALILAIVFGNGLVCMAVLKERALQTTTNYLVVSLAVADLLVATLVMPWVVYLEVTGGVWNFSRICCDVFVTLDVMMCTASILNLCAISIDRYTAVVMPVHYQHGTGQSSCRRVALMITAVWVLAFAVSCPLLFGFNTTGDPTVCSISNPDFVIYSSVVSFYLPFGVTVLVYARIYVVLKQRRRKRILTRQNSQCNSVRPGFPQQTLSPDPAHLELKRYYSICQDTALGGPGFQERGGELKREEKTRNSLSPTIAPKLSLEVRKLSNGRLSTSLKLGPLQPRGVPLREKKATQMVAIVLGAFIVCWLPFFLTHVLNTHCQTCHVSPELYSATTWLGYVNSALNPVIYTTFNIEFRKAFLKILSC
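Agonist-mode cell screen: cells plated at 1500/well and incubated overnight at 37 °C, then exposed to library compounds for 90 min at 37 °C. Detection reagent was added for 30–60 min at room temperature, and luminescence was read.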
GLP1R cytotox: qHTS of GLP-1 Receptor Inverse Agonists: Cytotox Screen | HEK293 cAMP-luciferase reporter cells, luminescence, 24 h | Potency, µM (series often up to 38.3 µM), for the others: at the top dose activity change, negative = inhibition, actives largely listed as inhibitors | 410,000 compounds, 0.13% hits; active = well fitted inhibition curve with a large enough effect; inconclusive = small, poorly fitted or top-dose-only effect, or another doubt; inactive = no such curve, though single readings can be large or run the other way;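 note: loss of luciferase light is scored as toxicity; potency is the fitted concentration of half-maximal effect; % is set by controls: 0 for no effect and ±100 for the full control effect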
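Quantitative HTS format, 1536 wells, 200 cells/uL seeded. Compounds: 23 nL, 24 h, 37 °C. Detection: luciferase reagent, luminescence at 12 min RT; decreased signal taken as cytotoxic.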
* hit, by the source's call; ? = inconclusive; [ ] = another dose, or the depositor's remark.

SMILES	DRD3 agonist	GLP1R cytotox
COc1ccc(-c2nc3c(c(SCC(=O)N4CCCCC4)n2)Cc2c(CO)cnc(C)c2O3)cc1	-16	-16%
Cc1ccccc1Nc1c(-c2ccc(Br)cc2O)nc2sccn12	20	6%
COc1cc(Cl)c(NC(=O)CN2C(=O)c3cccnc3Sc3ccccc32)c(OC)c1	1	-2%
O=C(Nc1ccc2nc(SCC(=O)N3CCOCC3)sc2c1)c1ccc(Br)cc1	4	-15%
CC1CCCN(c2cc3c(cc2F)c(=O)c(S(=O)(=O)c2cccc(Cl)c2)cn3Cc2ccccc2)C1 (configuration not stated)	3	-17%
CCOC(=O)c1ccccc1NC(=O)CSc1cn(CC(=O)N2CCCCC2)c2ccccc12	13	-14%
O=C(Nc1ccc(C(F)(F)F)cc1)N1CCC(N2CCCCC2)CC1	-12	-2%
COCCNC(=O)c1cccc(Nc2nc3ccccc3n3nnnc23)c1	7	-11%
O=C(NCCc1ccc(Cl)cc1)C(=O)NCC(c1cccs1)S(=O)(=O)c1cccs1 (configuration not stated)	16	-2%
CCc1ccc(-c2cn3c(n2)sc2cc(C(=O)NC4CCCCC4)ccc23)cc1	1	1%
Cc1ccc(CNC(=O)CCCn2nc(C)n3c(cc4sccc43)c2=O)cc1	1	13%
NC(=O)C1(N2CCCCC2)CCN(C(=O)Nc2ccc(F)cc2F)CC1	-10	0%
CCOc1ccc(CNC(=O)C2CCN(C(=O)N3CC(CC)Oc4ccc(C)cc43)CC2)cc1OC (configuration not stated)	10	-12%
Cc1nn(-c2ccc(N3CCCC3)nn2)c(C)c1CCC(=O)Nc1ccc(F)c(Cl)c1	5	-7%
COc1ccc(-c2cc(C(=O)NCCc3ccc(OC)c(OC)c3)c3ccccc3n2)cc1	-8	-7%
CCC(=O)N1CCc2cc(Br)cc(S(=O)(=O)CCC(=O)N(C)c3cccc(C)c3)c21	8	5%
O=C(NCCc1ccccc1)c1ccc2c(c1)N(Cc1ccc(F)cc1)C(=O)c1ccccc1S2	-6	-1%
Cc1cc(C)c2c(n1)nn1c(C)c(CCC(=O)Nc3ccc(C)c(Cl)c3)c(C)nc21	-8	0%
COc1cn(CC(=O)Nc2ccc(F)cc2)c(CN2CCCCC2)cc1=O	5	4%
Cc1ccc(NC(=O)CSc2nc(=O)n(CCN3CCOCC3)c3c2CCC3)c(C)c1	4	5%

In a second layout: 3 of the compounds above
Structure: O=C(Nc1ccc2nc(SCC(=O)N3CCOCC3)sc2c1)c1ccc(Br)cc1
- DRD3 agonist: 4
- GLP1R cytotox: -15%
Structure: CC1CCCN(c2cc3c(cc2F)c(=O)c(S(=O)(=O)c2cccc(Cl)c2)cn3Cc2ccccc2)C1 (configuration not stated)
- DRD3 agonist: 3
- GLP1R cytotox: -17%
Structure: CCOC(=O)c1ccccc1NC(=O)CSc1cn(CC(=O)N2CCCCC2)c2ccccc12
- DRD3 agonist: 13
- GLP1R cytotox: -14%

By substructure: the compounds so far containing an aryl thioether with sulfur outside any ring
SMILES	DRD3 agonist	GLP1R cytotox
COc1ccc(-c2nc3c(c(SCC(=O)N4CCCCC4)n2)Cc2c(CO)cnc(C)c2O3)cc1	-16	-16%
O=C(Nc1ccc2nc(SCC(=O)N3CCOCC3)sc2c1)c1ccc(Br)cc1	4	-15%
CCOC(=O)c1ccccc1NC(=O)CSc1cn(CC(=O)N2CCCCC2)c2ccccc12	13	-14%
Cc1ccc(NC(=O)CSc2nc(=O)n(CCN3CCOCC3)c3c2CCC3)c(C)c1	4	5%

Continuation.
SMILES	DRD3 agonist	GLP1R cytotox
COc1ccc(-c2nnc(SCC(=O)NCc3ccccc3)nc2-c2ccc(OC)c(OC)c2)cc1OC	-11	?
CCC(=O)C1=C(c2ccccc2)N(C(=O)CC)n2c(nnc2C2CCCCC2)S1	5	5%
COc1cc(NC(=O)CCn2nc(C)c(S(=O)(=O)N3CCCCC3)c2C)cc(OC)c1OC	-10	-8%
Cc1c(Cl)cccc1NC(=O)c1cnc2sc(N3CCCC3)nn2c1=O	13	5%
CC1CCC(NC(=O)c2ccc3c(c2)N(Cc2cccc(Cl)c2)C(=O)c2ccccc2S3(=O)=O)CC1 (configuration not stated)	-22	3%
O=C(NCc1ccc(F)cc1)c1cc2c(s1)-c1ccccc1SC2	-13	4%
Cc1ccc(NC(=O)Cn2ccn(-c3ccccc3)c(=O)c2=O)cc1	1	-3%
O=C(Nc1ccc(C(=O)OCc2cc(=O)n3c4c(sc3n2)CCCC4)cc1)c1ccc(Cl)cc1	3	5%
CCOC(=O)c1c(NC(=O)/C=C/c2ccc(Cl)cc2)sc2c1CCC(C)C2 (configuration not stated)	2	-6%
COc1ccc(NC(=O)CC2C(=O)N(c3cccc(C)c3)C(=O)N2Cc2cccnc2)cc1 (configuration not stated)	2	1%
Cc1c(C(=O)N2CCC(C(=O)Nc3ccc(F)cc3)CC2)sc2nc[nH]c(=O)c12	-21	-6%
CC(=O)N1CCOc2cc(S(=O)(=O)NCc3ccc(C)cc3)c(C)cc21	-7	-5%
Cc1cccc(OCc2nnc(-c3ccccc3)o2)c1	5	-5%
COc1ccc(OC)c(CC2C(=O)Nc3ccc(Br)cc32)c1 (configuration not stated)	-8	0%
CCOc1ccc(C(c2c(O)cc(C)n(CCOC)c2=O)N2CCC(C)CC2)cc1 (configuration not stated)	-17	-5%
COc1cc(Cl)c(C)cc1NC(=O)c1cc2c(Cl)nc3ccc(C)cc3c2s1	5	0%
Cn1c(SCC(=O)N2CCCc3ccccc32)ncc(C(=O)Nc2ccc(F)cc2)c1=O	2	-19%
CCOc1ccc(CNS(=O)(=O)c2ccc(-c3cc(C(F)(F)F)on3)s2)cc1	1	-2%
COc1cccc(NC(=O)CSc2nc3c([nH]c4ccccc43)c(=O)n2-c2cc(C)cc(C)c2)c1	0	1%
Cc1c(-c2cccc(NC(=O)c3ccc(F)c(F)c3)c2)nc2ncccn12	-19	8%
Cc1cccc(CNC(=O)c2cnc3sc(N4CCOCC4)nn3c2=O)c1	-13	0%
COc1ccc(CNC(=O)CCCc2cn(C)c3ccccc23)c(OC)c1	-11	0%
O=C(NCc1ccccc1)c1cc(Sc2cccc(Cl)c2)nc2ccccc12	11	-6%
COc1ccc(N2CCN(S(=O)(=O)CCNC(=O)Cc3ccc(OC)c(OC)c3)CC2)cc1	11	5%
CC(C)c1ccc(NC(=O)c2cc3c(s2)-c2ccccc2SC3)cc1	4	-6%
O=C(NCc1ccco1)c1ccc(Cn2c(SCc3ccccc3F)nc3cccnc32)cc1	3	-11%
Cc1ccc2c(c1)N(CC(=O)NCc1cccc(Cl)c1)C(=O)c1cccnc1O2	-24	-20%
COCc1cc(C)nc2sc3c(c12)NC(c1ccc(NC(C)=O)cc1)N(c1ccc(C)cc1)C3=O (configuration not stated)	3	38%[activator]
CCOc1ccc(Nc2nc(Nc3ccc(OCC)cc3)nc(N3CCOCC3)n2)cc1	0	10%
CCCC(=O)Nc1cc(-c2nnc3c4ccccc4c(C)nn23)ccc1C	9	0%
COc1cccc(CNC(=O)c2ccc3c(=O)n4nc(Nc5ccccc5)sc4nc3c2)c1	-4	12%
CCOC(=O)C(CC)n1nc(C)c2c(C)n(-c3ccc(C)cc3)nc2c1=O (configuration not stated)	4	0%
CCN(CC)C(=O)CSc1nnc2ccc3ccccc3n12	15	3%
Cc1cc(C)cc(NC(=O)CSc2nc(=O)[nH]c3c2CCC3)c1	8	-5%
O=C(Nc1ccc2nc(SCC(=O)N3CCCc4ccccc43)sc2c1)c1cccc(F)c1	4	-15%
Cc1ccc(C)c(N2CCN(S(=O)(=O)c3c(C(=O)N4CCC(C)CC4)c(C)n(C)c3C)CC2)c1	-7	-24%
Cc1ccc(-c2nc3c4cnn(-c5cc(Cl)ccc5Cl)c4ncn3n2)cc1	5	1%
O=C(CSc1c2c(nc3ccccc13)CCC2)Nc1ccc(F)cc1F	-22	-31%
O=C(NCCCN1CCN(c2cccc(Cl)c2)CC1)c1sc2ncccc2c1-n1cccc1	3	-1%
O=C(CCSCc1cccc(Cl)c1)NCc1ccccc1Cl	1	3%
CCCCN(CCCC)C(=O)c1c[nH]c2ccc(S(=O)(=O)Nc3cccc(Cl)c3C)cc2c1=O	1	-12%
COc1ccc(-c2nnc(SCC(=O)c3ccc(NC(C)=O)cc3)o2)cc1OC	-25	0%
Cc1cccc(-c2nc3scc(CCNS(=O)(=O)c4ccc(F)c(C(F)(F)F)c4)n3n2)c1	-4	-12%
O=S(=O)(Nc1ccc(F)c(Cl)c1)c1ccc(Br)s1	6	-4%
COc1ccc(CNC(=O)C(CCSC)NS(=O)(=O)c2ccc3c(c2)oc(=O)n3C)cc1 (configuration not stated)	-7	2%
O=C(Cn1c(=O)n(CCCS(=O)(=O)C2CCCCC2)c(=O)c2ccccc21)Nc1ccccc1F	11	-11%
CCOC(=O)CNC(=O)c1cc2c(=O)n3cccc(C)c3nc2n1C	0	21%
COc1ccc(CCNC(=O)CCCn2c(=O)c3cccn3c3ccccc32)cc1OC	6	-12%
CCCS(=O)(=O)c1nc(S(=O)(=O)c2ccc(C)cc2)c(NCCCOC(C)C)s1	6	2%
Cc1ccc(C)c(NC(=O)c2nc(S(=O)(=O)Cc3ccc(F)cc3)ncc2Cl)c1	-29	-12%
COc1ccc(N2CC(NC(=O)C3CC3)CC2=O)cc1 (configuration not stated)	-2	1%
Cc1ccccc1N(C)S(=O)(=O)c1nnc(NC(=O)C(C)C)s1	-1	1%
Cc1ccc(CCNC(=O)CCSCc2ccccc2Cl)cc1	7	2%
O=C(NC1CC1)c1ccc(Cn2c(SCc3cccc(F)c3)nc3cccnc32)cc1	-7	1%
COc1cccc(N2CCN(C(=O)C3CCN(S(=O)(=O)c4cn(C)cn4)CC3)CC2)c1	-11	0%
CC(C)CCNC(=O)CCn1c(=O)c2cccn2c2cccnc21	6	8%
COc1ccc(N2CCN(c3cc(C)nc4nncn34)CC2)cc1	13	-4%
CCOc1ccc(NC(=O)c2cc(S(=O)(=O)NC3CCCCCC3)ccc2F)cc1	2	1%
COc1ccc(CNS(=O)(=O)c2cc3c(cc2Cl)N(C(C)=O)CCO3)cc1	2	-2%
CCc1ccc(NC(=O)CSc2nc(-c3ccc(C)cc3)nc3c2Cc2c(CO)cnc(C)c2O3)cc1	-3	0%

Single records (already shown). Values in the order: DRD3 agonist | GLP1R cytotox
Results for `COc1ccc(-c2nnc(SCC(=O)c3ccc(NC(C)=O)cc3)o2)cc1OC` : -25 | 0%
Results for `CCOc1ccc(C(c2c(O)cc(C)n(CCOC)c2=O)N2CCC(C)CC2)cc1` (configuration not stated) : -17 | -5%

Next part
SMILES	DRD3 agonist	GLP1R cytotox
O=C(c1ccccc1Cl)N(Cc1ccco1)Cc1ccco1	6	2%
CC(C)Cc1nn2c(=O)cc(COC(=O)c3cccc(NC(=O)CCc4ccccc4)c3)nc2s1	-11	-6%
CCc1ccc(CNC(=O)CCSCc2ccccc2F)cc1	2	2%
Cc1oc(-c2ccccc2Cl)nc1CS(=O)CC(=O)N1CCN(c2cccc(C(F)(F)F)c2)CC1 (configuration not stated)	-4	-23%

A second format for part of the listing above.
Results follow in this order: DRD3 agonist, GLP1R cytotox
> O=C(c1ccccc1Cl)N(Cc1ccco1)Cc1ccco1
 : 6, 2%
> CC(C)Cc1nn2c(=O)cc(COC(=O)c3cccc(NC(=O)CCc4ccccc4)c3)nc2s1
 : -11, -6%
> CCc1ccc(CNC(=O)CCSCc2ccccc2F)cc1
 : 2, 2%
> Cc1oc(-c2ccccc2Cl)nc1CS(=O)CC(=O)N1CCN(c2cccc(C(F)(F)F)c2)CC1 (configuration not stated)
 : -4, -23%

Some of the compounds tested; count on the stated rates, not on these rows.
